Screens from PubChem.
CatB block: human cathepsin B inhibitors, primary screen, biochemical, fluorogenic substrate. purified cathepsin B, fluorescence. inhibition, %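 (tested at 10 µM)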. 63,000 tested, 0.1% active. AID 453, 2006; in the data active = inhibition above about 21%;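 also: 0% = enzyme with no compound and 100% = no enzyme blank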
CatL inh: inhibitors of human cathepsin L, biochemical; Procathepsin L (Homo sapiens), P07711; purified cathepsin L, fluorogenic substrate, fluorescence; inhibition, %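 (tested at 10 µM)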; 58,000 tested, 0.17% active; AID 460, 2006; in the data active = inhibition above about 45%;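 also: 0% = enzyme with no compound and 100% = no enzyme blank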
Target sequence (P07711 114-288 limits assumed): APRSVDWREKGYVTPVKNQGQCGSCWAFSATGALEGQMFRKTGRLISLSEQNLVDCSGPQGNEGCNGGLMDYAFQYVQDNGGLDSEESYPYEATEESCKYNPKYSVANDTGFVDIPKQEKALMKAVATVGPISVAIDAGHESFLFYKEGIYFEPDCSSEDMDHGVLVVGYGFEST
Target sequence (P07711 292-333 limits assumed): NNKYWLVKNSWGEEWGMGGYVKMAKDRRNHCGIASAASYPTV
Numbers without * were called inactive; i = inactive. An excerpt; rates above refer to the full screens.

SMILES	CatB block	CatL inh
Cc1c(O)c(CN2CCCC2)cc2c1oc(=O)c1ccccc12	0	23
CC(C)(C)C1CCC2(CC1)C(C#N)=C(SCC(=O)Nc1ccccc1)NC(=O)C2C#N (stereo not given)	1	-5
Clc1ccc(-n2ncc3c(N4CCCC4)ncnc32)cc1	3	-10
CC1(C)CC(=O)C(C=N)=C(O)C1	0	13
CC1(C)Cc2c(c(N3CCOCC3)nc3sc4c(NCc5ccco5)nnnc4c23)CS1	-1	4
CC(C)COC(=O)CCNc1n[nH]c(=O)[nH]c1=O	-3	1
CCOC(=O)c1[nH]c2cc3c(cc2c1NC(=O)CN1CC(C)CC(C)C1)OCO3 (stereo not given)	5	-63
CCOC(=O)c1cc2c(=O)n3cccc(C)c3nc2n(C)c1=N	-7	-410
C(=N\n1cnnc1)/c1cccc(Oc2ccccc2)c1	2	2
N#Cc1c(-c2ccccc2Cl)cc(C2CC2)nc1N	3	10
CC(C)COc1ccc(C(=O)NC(CC(C)C)C(=O)O)cc1 (stereo not given)	2	1
O=C1CCC(=O)N1CN(C(=O)c1ccco1)c1ccc(Cl)c(Cl)c1	-2	2
COc1cccc(C2=CC(c3ccccc3)n3ncnc3N2)c1 (stereo not given)	-4	16
CN1CC(=O)Nc2ccc(F)cc2C1=O	-1	-1
COC(=O)c1ccc(Cn2nnc3c(sc4nc(N5CCOCC5)c5c(c43)CCCC5)c2=O)o1	-2	-9
Cn1c(=O)n(CC(=O)Nc2ccccc2)c2ccccc21	8	4
CCOc1ccc(NC(=O)CSC2=C(C#N)C(c3ccc4c(c3)OCO4)CC(=O)N2)cc1 (stereo not given)	0	-7
CCCCC(CCC(=O)Nc1ccc(C(=O)OC)cc1)C(=O)O (stereo not given)	1	-8
CCOC(=O)CNC(=O)CNC(=O)c1ccc(OCC(C)C)cc1	-1	10
CCOC(=O)C(C)Oc1nc(Oc2ccccc2)nc(N(C)C)n1 (stereo not given)	-1	3
COc1cccc(NC(=O)c2cc(C(=O)Nc3cccc(OC)c3)n(C)n2)c1	5	-1
O=C(Cc1cscn1)c1ccc(O)cc1O	2	2
CCc1ccc(-c2cn3nc(C)c(C)nc3n2)cc1	-8	-375
CN(C)c1cccc2c(S(=O)(=O)N3CCOCC3)cccc12	-3	8
CCCCNC(=O)N1CCOCCOCCN(C(=O)NCCCC)CCOCCOCC1	2	-6
Cc1cc(=O)n2[nH]cnc2n1	8	-7
CCOC(=O)CSc1nc2ccccc2c(=O)n1C	4	9
CC(C)(C)C1=Nn2c(nnc2-c2ccccn2)SC1	2	12
CCOC(=O)Cc1[nH]nc2c1C(c1cc(OC)ccc1OC)C(C#N)=C(N)O2 (stereo not given)	1	5
Cn1c(NCc2ccccc2)nc2c1c(=O)n(Cc1ccc(Br)cc1)c(=O)n2C	0	5

Part of the list above, as comma-separated lines.
compound,CatB block,CatL inh
CCOC(=O)c1[nH]c2cc3c(cc2c1NC(=O)CN1CC(C)CC(C)C1)OCO3 (stereo not given),5,-63
CCOC(=O)c1cc2c(=O)n3cccc(C)c3nc2n(C)c1=N,-7,-410
C(=N\n1cnnc1)/c1cccc(Oc2ccccc2)c1,2,2
N#Cc1c(-c2ccccc2Cl)cc(C2CC2)nc1N,3,10
CC(C)COc1ccc(C(=O)NC(CC(C)C)C(=O)O)cc1 (stereo not given),2,1

(next part)
SMILES	CatB block	CatL inh
CCCCNc1nc2c(c(=O)n(C)c(=O)n2C)n1Cc1cccc(OC)c1	1	11
CCCc1nc(N2CCCC2)c(C#N)c2c1CCCC2	2	-38
S=c1nc(-c2ccccc2)[nH]n1-c1ccccc1	2	-10
COc1ccc(CC(=O)OCN2C(=O)c3ccccc3C2=O)cc1	-2	-6
CC(C)Cc1nc(N2CCCCC2)c(C#N)c2c1CCC2	-2	-5
COc1ccc(N2CCN(C3CC(=O)NC3=O)CC2)cc1 (stereo not given)	3	1
CCOC(=O)COc1ccc(Oc2nc(C)cc(OC)n2)nn1	2	6
Cc1cc(C)c(S(=O)(=O)O)c(C)n1	-1	3
CN1C(=O)NC(NC(=O)c2ccco2)(C(F)(F)F)C1=O (stereo not given)	6	-1
COc1ccc(OC)c(C2C(C(=O)c3ccco3)=C(O)C(=O)N2CCCN2CCOCC2)c1 (stereo not given)	1	27
COc1cc(OC)cc(C(=O)N2CCC(N3CCCCCC3)CC2)c1	-1	10
O=C(c1cccc(Cl)c1)N1CCN(C(=O)c2ccccc2F)CC1	0	-4
COc1ccc(OC)c(NS(=O)(=O)c2ccc(N3CCCC3=O)cc2)c1	5	20
Cc1cc(C)c(NC(=O)OCCN2CCOCC2)c(C)c1	-1	-1
N#Cc1c(N)nc(SCC(=O)NCCc2ccccc2)c(C#N)c1-c1cccs1	3	-63
Cc1nn2cnc3sc4c(c3c2nc1=O)CCCC4	4	9
O=c1[nH]cnc2c1cnn2Cc1ccccc1	3	-4
Cn1c2c(c(=O)n(C)c1=O)C(NC(=O)c1cccs1)(C(F)(F)F)C(=O)N2 (stereo not given)	0	-4
Cn1c(=O)[nH]c2cc(Cl)cnc21	8	-18
COc1ccc2[nH]c3c(N4CCN(Cc5ccc6c(c5)OCO6)CC4)ncnc3c2c1	-2	-15
Cn1c(=O)[nH]c(=O)c2c1nc(Br)n2CCSc1ncccn1	3	5
COc1cccc(Cn2c(NCC(C)C)nc3c2c(=O)n(C)c(=O)n3C)c1	5	1
CCCCSc1nc(N)c(C#N)c(-c2cccs2)c1C#N	-2	17
Cc1nn(CC(N)=O)c(=O)c2ccccc12	3	-1
COC(=O)c1ccc(C(=O)OC)c(NC(=O)c2cc3ccccc3o2)c1	2	8
CCCc1[nH]nc2c1C(c1c(C)nn(-c3ccccc3)c1Cl)C(C#N)=C(N)O2 (stereo not given)	-3	11
NC(=O)/C(=N\O)c1ccccc1	0	-1
CCC1(C)Cc2c(sc3c2c(=O)n(C)c2nnc(SCC(=O)c4ccc(Cl)cc4)n32)CO1 (stereo not given)	1	-4
CN1Cc2c(N3CCOCC3)nc(SCc3ccccc3)c(C#N)c2CC1(C)C	9	-4
CCCCn1c(=O)n(C)c(=O)c2c3c(sc21)COC(C)(C)C3	0	14
Cc1c(NS(=O)(=O)c2cccc3nsnc23)c(=O)n(-c2ccccc2)n1C	0	13
Cc1cc2ccccc2cc(C)c1=O	4	-7
CCCc1[nH]n(-c2nc3ccccc3s2)c(=O)c1C=NCCN1CCOCC1	2	42
O=C(CC1SC2=NCCN2C1=O)Nc1ccccc1 (stereo not given)	0	8
CC(C)C(=O)N1CCN(c2nc(-c3ccccc3)c3c(c2C#N)CC(C)(C)OC3)CC1	1	-27
COc1ccc(CCCNC(=O)CC#N)cc1OC	1	1
Cn1c(CSc2ncn[nH]2)nc2ccccc21	-1	-1
CCCCn1c(O)c(C=NCCCN(C)C)c(=O)[nH]c1=O	1	16
CC1(C)Cc2nc3sc4c(N(CCO)CCO)ncnc4c3cc2CO1	-4	-42
CC1(c2ccco2)NC(=O)NC1=O (stereo not given)	-1	6
O=P(O)(c1ccccc1)c1ccccc1O	-1	6
CCCOc1ccc(Cn2c(O)cc(=O)[nH]c2=O)cc1	4	12
Cc1cccc(C)c1OCC(O)CNS(=O)(=O)c1ccccc1C(=O)N1CCCCC1 (stereo not given)	3	10
Cc1ccc(Cn2ncc3c(N4CCOCC4)ncnc32)cc1	2	3
CC(C(=O)N(C)C)N(C#N)c1nc(N(C)C)nc(N(C)C)n1 (stereo not given)	-2	7
O=C(c1ccccc1)n1c(=S)nc2ccccn21	-1	-1
COc1cccc(/C(O)=C2\C(=O)C(=O)N(c3ccccn3)C2c2ccccc2OC)c1 (stereo not given)	6	-2
Cc1nn(C)cc1/C=N/n1nnnc1N	-2	-1
O=C(C/C(=N/O)c1ccccc1O)C(F)F	2	26
Cc1cc(C)nc(NC2=NCC(=O)N2c2ccccc2)n1	4	6
Further entries follow:
SMILES	CatB block	CatL inh
CC(C)c1nc(N2CCOCC2)c(C#N)c2c1CCC2	-5	0
COc1ccccc1-c1nn2c(-c3ccc(C(C)(C)C)cc3)nnc2s1	6	7
COC(=O)CSc1nc(N)c2c3c(sc2n1)CCCC3	3	11
Cc1ccc(CNC(=O)c2cc3c(=O)n4ccccc4nc3n(CC3CCCO3)c2=N)cc1 (stereo not given)	-8	i
CCOC(=O)c1[nH]c2ccc(OC)cc2c1C	4	19
CCOC(=O)Cn1c(SC)nc2sc3c(c2c1=O)CC(C)(C)OC3	4	-2
CCNc1nc(Oc2ccccc2)nc(OC(C)C(=O)OCC)n1 (stereo not given)	-4	-5
COC(=O)Cn1cc(C(=O)OC)cc(Br)c1=O	2	6
COc1ccc(C2Nc3ccccc3C(=O)N2Cc2ccco2)cc1CN1C(=O)c2ccccc2C1=O (stereo not given)	-2	-1
COc1ccc(/C(O)=C2\C(=O)C(=O)N(CCN3CCOCC3)C2c2ccccc2OC)cc1 (stereo not given)	0	12
CCCSc1nc(N2CCCC2)c2c(c1C#N)CC(C)(C)OC2	-2	-5
COC(=O)CN(c1cc(OC)ccc1OC)S(=O)(=O)c1ccc(OC)c(OC)c1	-1	-2
FC(F)(F)c1cccc(N2CCc3cn[nH]c32)c1	1	15
CN1CCN(c2c3c(c(C#N)c4nc5ccccc5n24)CCCC3)CC1	-5	0
C=CCn1cnc2c(c1=O)c1nc3ccccc3nc1n2-c1ccc(Cl)cc1	-2	-5
CCCOc1ccc(/C(O)=C2/C(=O)C(=O)N(CCN(C)C)C2c2ccncc2)cc1 (stereo not given)	7	-3
CCOc1ccc(-c2nc(C#N)c(N3CCN(CC)CC3)o2)cc1	3	10
CCCC(=O)Nc1sc2c(c1C#N)CCCC2	1	2
O=C(NCCC1=CCCCC1)c1ccc(=O)oc1	-3	30
Cc1nc2oc(C(=O)c3ccc(Br)cc3)c(N)c2c2c1COC(C)(C)C2	-3	2

Some of these compounds in order of their number in CatB block, falling.
| canonical_smiles | CatB block | CatL inh |
| --- | --- | --- |
| Cc1cc(=O)n2[nH]cnc2n1 | 8 | -7 |
| Cc1cc(C)nc(NC2=NCC(=O)N2c2ccccc2)n1 | 4 | 6 |
| CCOc1ccc(-c2nc(C#N)c(N3CCN(CC)CC3)o2)cc1 | 3 | 10 |
| Cn1c(NCc2ccccc2)nc2c1c(=O)n(Cc1ccc(Br)cc1)c(=O)n2C | 0 | 5 |
| CCOC(=O)C(C)Oc1nc(Oc2ccccc2)nc(N(C)C)n1 (stereo not given) | -1 | 3 |
| CCCSc1nc(N2CCCC2)c2c(c1C#N)CC(C)(C)OC2 | -2 | -5 |
| CCNc1nc(Oc2ccccc2)nc(OC(C)C(=O)OCC)n1 (stereo not given) | -4 | -5 |

(continued)
SMILES	CatB block	CatL inh
O=C(CNC1C(=O)Nc2ccccc21)Sc1ccccc1 (stereo not given)	8	14
CCOc1ccc(/C(O)=C2/C(=O)C(=O)N(c3cc(C)on3)C2c2ccc(C(=O)OC)cc2)cc1 (stereo not given)	0	15
CCOc1cccc(-c2nnc3sc(C4CCCCC4)nn23)c1	1	28
CC1(C)Cc2c(C#N)c(SCc3nc4ccccc4[nH]3)nc(N3CCOCC3)c2CO1	7	14
CCOC(=O)C1=C(CSc2nc3c(cc2C#N)CN(C)CC3)OC(N)=C(C#N)C1c1ccccc1 (stereo not given)	3	35
Nc1nc(NC(=O)Cc2ccccc2)nn1-c1ccccc1	-4	12
COC(=O)CSc1nc(C)c(Oc2ccccc2)c(=O)[nH]1	0	0
Cc1nc2c(o1)CCc1ccccc1C2N1CCN(C)CC1 (stereo not given)	0	6
CCCn1c(SCC#N)nc2c(c1=O)C1(CCCC1)Cc1ccccc1-2	4	-3
CCCc1cc(-n2ccnc2C)n2c(nc3ccccc32)c1C#N	1	-8
COc1cccc2c(=O)c(SC(F)(F)C(F)C(F)(F)F)c(C)[nH]c12 (stereo not given)	-1	6
CCN(CC)CCCN1C(=O)C(O)=C(C(=O)c2ccc(C)o2)C1c1ccc(C)o1 (stereo not given)	2	11
Clc1cccc(-c2nn3c(COc4ccccc4)nnc3s2)c1	0	12
COc1cccc(C2/C(=C(/O)c3ccc(C)cc3)C(=O)C(=O)N2Cc2ccco2)c1 (stereo not given)	1	22
CCOc1ccc(S(=O)(=O)NC(C)(C)C)cc1-c1nc2c(C(C)(C)C)nn(C)c2c(=O)[nH]1	7	-14
Cc1nc(NCc2ccccc2)c(C(N)=O)c2c1COC(C)(C)C2	1	-10
COc1cc2c(cc1OC)C1(CCCC1)C(N)=C2C#N	2	14
C=CCn1c(SCc2c(F)c(F)c(F)c(F)c2F)nc(O)cc1=O	-3	0
CCOC(=O)CCc1c(C)c(C#N)c2nc3ccccc3n2c1-n1ccnc1C	5	18
COCc1n[nH]c(=S)n1-c1cccc2ccccc12	-1	19
Oc1oc(-c2ccccc2)nc1C=NCc1ccncc1	0	3
Cc1nnc(N2CCOCC2)c2ccccc12	3	22
COc1ccccc1N1CCN(C2CCN(C(=O)c3cc(OC)c(OC)c(OC)c3)CC2)CC1	7	9
Nc1ccc2oc(-c3cc(Br)ccc3Cl)nc2c1	5	-30
CCOC(=O)C(Oc1ccc(=O)[nH]n1)C(C)=O (stereo not given)	3	0
C=C(C)CSC1=C(C#N)C(c2ccsc2)CC(=O)N1 (stereo not given)	3	18
CCCCCCn1c(C(C)O)nc2ccccc21 (stereo not given)	-3	-3
CCSc1nc2sc3c(c2c(=O)n1C1CCCCC1)CCN(C)C3	3	5
